# ERK EGF block: qHTS Assay for Inhibitors of the ERK Signaling Pathway using a Homogeneous Screening Assay; Stimulation with EGF | AID 1454, 2008 | 130,000 compounds, 0.41% hits | Potency, µM (highest dose often 11.5 µM), without a hit: at the top dose activity change, negative = inhibition, hits mostly inhibitors | HEK293-V1b, EGF-stimulated phospho-ERK AlphaScreen; active = well fitted inhibition curve with a large enough effect; inconclusive = small, poorly fitted or top-dose-only effect, or effect the other way;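 also: plate controls were stimulated vehicle wells for no effect and unstimulated vehicle basal for full effect; nearly all actives have a fitted effect of over 55% in size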
#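 Compounds are titrated over HEK293-V1b cells kept overnight in 1% FBS. After 30 min at 37C, EGF (25 nM final) triggers ERK phosphorylation for 5 min, measured by AlphaScreen in lysates.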
# Active calls of the source: *; ? = inconclusive; [ ] = dose if it differs, or a comment. Potency is read from the fitted curve at half-maximal effect. A portion of the library; count on the stated rates, not on these rows.
smiles,ERK EGF block
CC(=O)c1c(C)[nH]c(C(=O)OCC(=O)Nc2cc(S(=O)(=O)N3CCCCC3)ccc2C)c1C,-0.7%
CCCOc1ccccc1C1NC(=O)NC(C)=C1C(=O)OCc1ccccc1 (stereo not drawn),4.9%
COCCNC(C(=O)Nc1ccc(C)cc1[N+](=O)[O-])c1ccccc1 (stereo not drawn),-0.4%
O=C(Nc1ccccc1F)Nc1ccc([N+](=O)[O-])cc1Cl,?
CCCOc1ccc(N2C(=O)CC(N(CCc3ccc(OC)c(OC)c3)C(=O)c3ccccc3)C2=O)cc1 (stereo not drawn),-14.4%[57.5 µM]
Cc1ccc(CNCc2cccnc2)s1,-2.9%
CN1CCN(NC(=O)c2cccc3ccccc23)CC1,2.6%
CCOc1ccc(NC(=O)c2ccc(-n3cccn3)nc2)cc1,4.6%
COc1ccc(-c2csc(C3=C(O)CN(C(C)C)C3=N)n2)cc1OC,?
Cc1ccc(NC(=O)NNC(=O)c2cccs2)cc1,-1.1%
COc1ccc2c(c1)CCCC21NC(=O)N(CC(=O)NC(=O)NCc2ccccc2)C1=O (stereo not drawn),-4.2%
Cc1nc2ccccc2c2oc(C(=O)N3CCN(C4CCCCC4)CC3)cc12,0.2%
CCOC(=O)c1cn2nc(N3CCCC3)ccc2n1,-7.9%[57.5 µM]
Cc1ccc(OCC(O)CN2CCN(c3ccccn3)CC2)c(C)c1 (stereo not drawn),-7.9%
CSc1ccccc1NC(=O)CN(C)Cc1cccc(Cl)c1,0.6%
COc1ccc(CNC(=O)Cn2nnc3ccccc3c2=O)cc1,-4.0%[57.5 µM]
Nc1nccc(-c2ccc(-n3cccc3)cc2)n1,7.8%
CCCN(CCC)C(=O)c1ccc2c(=O)n(Cc3ccco3)c(=S)[nH]c2c1,3.9%
COc1ccc(/C(C)=N\Nc2nc(-c3ccccc3)cc(=O)[nH]2)cc1,-0.4%
COCCNC(=O)CNC(=S)N(Cc1ccccc1)Cc1cccnc1,5.4%
O=[N+]([O-])c1ccccc1/C=N/n1c(-c2cccnc2)n[nH]c1=S,6.9%
CCc1noc(C)c1C(=O)N1CCCC(C(=O)c2cc(F)ccc2OC)C1 (stereo not drawn),4.0%
CSc1nc(SCC(=O)NCC2CCCO2)c2c3c(sc2n1)CN(C)CC3 (stereo not drawn),0.0%[57.5 µM]
C=CCn1c(O)c(N=NC(=O)C(O)c2ccccc2)c2ccccc21 (stereo not drawn),-7.0%[57.5 µM]
Cc1nn(-c2ccccc2)c(C)c1/C=C/C(=O)OCC(=O)Nc1ncc(C(F)(F)F)cc1Cl,-4.2%

# The closing two compounds of the part before come first, to join the parts:
smiles,ERK EGF block
C=CCn1c(O)c(N=NC(=O)C(O)c2ccccc2)c2ccccc21 (stereo not drawn),-7.0%[57.5 µM]
Cc1nn(-c2ccccc2)c(C)c1/C=C/C(=O)OCC(=O)Nc1ncc(C(F)(F)F)cc1Cl,-4.2%
CCN(CC)CCCCn1c(-c2ccccc2)nc2c(N3CCOCC3)nc(C)nc21,-10.7%
Cc1ccsc1/C=N\NC(=O)c1cc(C(C)(C)C)[nH]n1,6.1%
CCCCCC/C=C/c1ccc([C@H]2[C@H]3C=CC[C@@H](C)[C@@H]3C(=O)N2Cc2ccccc2)c(F)c1,3.9%[57.5 µM]
Cc1cc(C)n(CC2CC(=O)N(c3ccc(C)c(Cl)c3)C2=O)n1 (stereo not drawn),-3.3%
CSc1ccccc1NC(=O)CSc1n[nH]c(N)n1,2.2%
COCCn1c(-c2ccc(Cl)cc2Cl)nc2c(c(=O)c3ccccc3n2C)c1=O,0.9%
Cn1cnnc1Sc1ccc(C(=O)OCC(=O)NCC(F)(F)F)cc1[N+](=O)[O-],-7.6%[57.5 µM]
O=C(O)C1CCCN1C(=O)OCC1c2ccccc2-c2ccccc21 (stereo not drawn),3.1%[57.5 µM]
Cc1cn(-c2ccccc2)c(C)c1/C=N\Nc1nc(N2CCOCC2)nc(N2CCOCC2)n1,-0.7%
O=S(=O)([O-])CCC[n+]1c(SCCCS(=O)(=O)O)sc2ccc(Cl)cc21,-7.7%
Cc1nn(Cc2ccccc2)c(=O)c2nn(-c3ccc(Cl)cc3)c(C)c12,-71.3%
O=C1Nc2ccc([N+](=O)[O-])cc2OC1CCN1CCCC1 (stereo not drawn),8.7%
c1ccc(-c2ccc(-c3[nH]ncc3CN3CCC(N4CCSCC4)CC3)cc2)cc1,-0.4%
O=C(O)CN(c1ccccc1[N+](=O)[O-])S(=O)(=O)c1ccccc1,6.6%
CN1c2ccccc2C2(C)CCCC3=Cc4cccc([N+](=O)[O-])c4OC312 (stereo not drawn),3.0%
Cc1ccccc1NC(=O)CN1C(=O)C2C3CC(C(Br)C3Br)C2C1=O (stereo not drawn),-6.5%
COc1ccc(NC(=S)Nc2ccc(C)c(Cl)c2)cc1OC,-8.9%
O=C(Nc1ccc(F)cc1)Nc1ccccc1F,-1.1%
CCOc1cc(Cl)c(NC(=O)c2ccco2)cc1OCC,7.6%
CC(C)(C)C(=O)CSc1nc(N)cc(=O)[nH]1,-4.3%[57.5 µM]
CCC(CC)C(=O)Nc1cc(Cl)ccc1C,5.4%
CCOC(=O)c1cc(C#N)c(SCC(N)=O)[nH]c1=O,13.2%[57.5 µM]
O=C(COc1cccnc1[N+](=O)[O-])Nc1ccc2c(c1)OC(F)(F)O2,-0.4%
CC(=O)N/C(=C/c1ccc(OC(F)F)cc1)C(=O)O,-4.3%
CC(NC(=O)c1sc2ccccc2c1Cl)C1CCCO1 (stereo not drawn),-13.2%

# A different layout for some results above.
CCC(CC)C(=O)Nc1cc(Cl)ccc1C
  ERK EGF block = 5.4%
CCOC(=O)c1cc(C#N)c(SCC(N)=O)[nH]c1=O
  ERK EGF block = 13.2%[57.5 µM]
O=C(COc1cccnc1[N+](=O)[O-])Nc1ccc2c(c1)OC(F)(F)O2
  ERK EGF block = -0.4%
CC(=O)N/C(=C/c1ccc(OC(F)F)cc1)C(=O)O
  ERK EGF block = -4.3%

# Other compounds.
smiles,ERK EGF block
CN(C)c1cccc(C(=O)OCCNC(=O)c2cccc(S(=O)(=O)N3CCOCC3)c2)c1,-1.6%[57.5 µM]
COC(=O)c1ccc(NC(=O)CN2CCN(c3ccccc3C)CC2)cc1,0.5%
COc1cc(C)c(NC(=S)Nc2ccc(Cl)c(Cl)c2)cc1OC,8.8%
O=c1[nH]c2cc(NCCO)c([N+](=O)[O-])cc2[nH]1,-7.3%
CCC(=O)Nc1nc(C)c(-c2csc(Nc3ccccn3)n2)s1,-6.6%
CCC(/C=N/NC(=O)C1COc2ccccc2O1)CC (stereo not drawn),6.2%
NS(=O)(=O)c1ccc(CNC(=O)/C=C/c2c(F)cccc2Cl)cc1,5.7%
O=C(NC1=NCCS1)c1cc(-c2cccs2)nc2ccccc12,-2.0%[57.5 µM]
COc1ccc(C(=S)N2CCN(c3cccc(Cl)c3)CC2)c(OC)c1,-1.0%
Oc1ccc(N=Cc2ccc(O)c(O)c2)cc1,7.6%
Cn1nc(NC(=O)C(F)(F)F)c2ncc(-c3ccc(Cl)cc3)nc21,-7.7%[57.5 µM]
O=C(O)COc1ccc(/C=N/NC(=O)Cc2ccc(Cl)cc2)cc1,1.9%[57.5 µM]
COc1ccc(N2CC(C(=O)NCc3ccco3)CC2=O)cc1 (stereo not drawn),-1.0%
CCOc1ccc(Nc2nc(NCc3ccco3)nc(N)c2[N+](=O)[O-])cc1,12.1%[57.5 µM]
C/C(=C\C(=S)Nc1ccccc1)Nc1ccc2ccccc2c1,?
COC(=O)NNC(=O)COc1cc(C)ccc1C,11.9%
Cc1nn(C(=O)/C(C#N)=C/N(C)C)c(C)c1C,0.7%
Cc1nc(C)n(C(C)CC(=O)O)n1 (stereo not drawn),1.1%
CN(C(=O)COC(=O)c1ccc(S(=O)(=O)N2CCCC2)cc1)c1ccccc1,-6.4%
Cc1ccc(C2=NOC(=O)/C2=C\C=C\c2ccccc2)cc1,31.6µM*
COc1cc(/C=N/NC(=O)CN(Cc2ccccc2)S(=O)(=O)c2ccc3c(c2)OCCO3)ccc1O,5.9%
CC(NC(N)=O)C(=O)NCC(=O)OCc1ccccc1 (stereo not drawn),-2.5%
O=C(NCc1ccco1)c1nn2cccnc2c1Cl,0.9%
Cn1c(C(=O)O)c(CC(=O)N2CCC(Cc3ccccc3)CC2)c2ccccc21,6.9%
COc1ccc(C(C)C)cc1S(=O)(=O)N1CC(C)OC(C)C1 (stereo not drawn),11.8%

# Going on with the list.
smiles,ERK EGF block
O=C(O)c1ccc2c(c1Sc1ccccc1)C(=O)c1ccccc1C2=O,-2.7%[57.5 µM]
CC(C)Nc1nc2cccnc2s1,7.0%[57.5 µM]
CCC(c1nnnn1Cc1ccccc1)N1CCN(c2ccc(OC)cc2)CC1 (stereo not drawn),-5.6%
Cc1ccc(S(=O)(=O)N2CCOCC2)cc1NC(=O)CNCc1ccccn1,-5.4%[57.5 µM]
O=C(COC(=O)CCN1C(=O)/C(=C\C=C\c2ccccc2)SC1=S)Nc1ccc(Br)cc1,1.9%
COc1cc(/C=C2\SC(=S)N(NC(=O)c3ccncc3)C2=O)ccc1O,?
Cn1c(SCCC(=O)O)nnc1-c1ccncc1,-0.4%
CSCC[C@H](NC(=O)COc1ccc(Cl)cc1Cl)c1nc2ccccc2[nH]1,-5.3%
O=S(=O)(c1ccc(Br)cc1)N1CCOC12CCCCC2,-5.0%
C=C[C@]1(C)CC(=O)[C@@]2(O)[C@@]3(C)C(O)CCC(C)(C)C3C(O)C(OC(C)=O)[C@@]2(C)O1 (stereo partly drawn),?
CCOc1cc(C=O)ccc1OCC(N)=O,-8.3%
COCCn1c(=O)c(-c2ccccc2)nc2cnc(N3CCNCC3)nc21,-4.4%
COc1ccc(NC(C(=O)Nc2cccc(C(C)=O)c2)c2ccccc2)cc1 (stereo not drawn),-4.5%
CC(C)CNS(=O)(=O)c1ccc(CCC(=O)NCc2ccncc2)cc1,-2.2%
c1ccc(CN2C3=NCCCN3c3ccccc32)cc1,3.4%
Cc1cccc(C2c3[nH]c4ccccc4c3CCN2C(=O)Cc2nc(-c3ccccc3)n[nH]2)n1 (stereo not drawn),1.6%
CCS(=O)(=O)c1ccc(C(=O)NC2CC2)c(Cl)c1Cl,-0.5%
Cc1ccsc1C(=O)OCC(=O)N1CCN(C(=O)c2ccco2)CC1,-0.1%
O=C1CCCC(=O)N1c1ccc(N2CCN(c3ccccc3)CC2)c([N+](=O)[O-])c1,-10.1%
CC(C)CCn1c(-c2nonc2N)nc2ccccc21,6.8%
CC(=O)C(=Cc1ccc(C(=O)O)cc1)C(C)=O,-1.2%
COc1ccc(OC)c2[nH]c(=O)c(CCNC(=O)c3ccc4c(c3)OCO4)cc12,14.0%
O=C(Cc1ccc(F)cc1)N/N=C/c1ccc2c(c1)OCO2,-2.5%
CC(NCc1ccccc1OC1CCCC1)c1ccccc1 (stereo not drawn),-4.6%[57.5 µM]
Cc1ccc(/C=C(\C#N)C(=O)N2CCCC2)c(C)c1,4.4%

# (continued)
molecule	ERK EGF block
CC(=O)N1N=C(c2cccs2)CC1c1ccco1 (stereo not drawn)	11.0%
COc1ccc(CNC(=O)COC(=O)c2ccccn2)cc1	-9.0%
O=C(/C=C/c1cccc([N+](=O)[O-])c1)Nn1c(-c2ccccc2F)nc2ccccc2c1=O	8.3%
Cc1c(N=NC2=C(O)CCCC2=O)c(=O)n(-c2ccccc2)n1C	1.7%
O=C(NCCO)C(=O)c1c(-c2ccc(Cl)cc2)cc2ccccn12	-4.4%
CCc1ccc(OCC(=O)NC(C)(C)C)cc1	5.8%
CCOc1ccc(OCC)c(NC(=O)CN2CCN(c3cccc(C)c3)CC2)c1	9.2%
O=C(N/N=C/c1ccc(O)cc1)c1[nH]c2ccc(Br)cc2c1-c1ccccc1	-14.0%
COc1cc(/C=N/NC(=O)COc2ccc(C)cc2)ccc1OC(=O)c1cccs1	-1.8%
c1ccc(CNc2nc(N3CCN(Cc4ccccc4)CC3)nc3ccccc23)cc1	?
O=C(Cn1nnc(N2CCCC2)n1)N/N=C/c1ccc(Cl)cc1	2.7%[57.5 µM]
COc1ccc2c(c1)c(=O)c(C(=O)O)c(-c1ccc3c(c1)OCO3)n2C	-8.3%
Cc1cc(C(=O)NC(C)C2CCCO2)no1 (stereo not drawn)	-11.3%
c1ccc(CN2CCCC3(CCCN(Cc4nc(COc5ccccc5)no4)C3)C2)cc1 (stereo not drawn)	-1.5%
COc1ccc(CCNC(=O)c2cc(C(=O)c3cc(Cl)ccc3O)cn(CCc3ccc(OC)cc3)c2=O)cc1	-6.1%
O=C(CCC(=O)N1CCN(S(=O)(=O)c2ccc3ccccc3c2)CC1)Nc1cc(Cl)cc(Cl)c1	-3.8%
COc1ccc(Cl)cc1C(=O)NNC(=S)NC1CCCCC1	-3.4%[57.5 µM]
CCCS(=O)(=O)c1nc(S(=O)(=O)c2ccc(C)cc2)c(N2CCc3ccccc3C2)s1	1.7%
COc1ccc(-n2nnc3c(SCC(=O)Nc4ccccc4F)ncnc32)cc1	-0.8%
CCNC(=S)Nc1ccc(C)c(S(=O)(=O)Nc2ccccc2OC)c1	-0.7%[57.5 µM]

# Next part:
molecule	ERK EGF block
Nc1nc(SC2c3cccc4cccc(c34)C2NS(=O)(=O)c2ccccc2)n[nH]1 (stereo not drawn)	3.8%
N[C@H](C(=O)O)c1ccc(C(=O)O)cc1	-3.3%
O=C(COC(=O)c1ccc(Cl)c(S(=O)(=O)N2CCCCC2)c1)NCc1ccco1	-6.8%[57.5 µM]
CN(c1cccc(NC(=O)CN(c2ccc(F)cc2)S(C)(=O)=O)c1)S(C)(=O)=O	2.7%
CC(=O)Nc1ccccc1NC(=O)c1ccc(C)c(C)c1	-0.9%

# Compound activity: PubChem, National Center for Advancing Translational Sciences (NCATS)
